Assay outcomes deposited in PubChem by National Center for Advancing Translational Sciences (NCATS).
KCNH2 3.1 block = qHTS for Inhibitors of KCHN2 3.1: Mutant qHTS | Potassium voltage-gated channel subfamily H member 2, brain isoform KCNH2 3.1 (human) | U2OS KCNH2 3.1, thallium flux FluxOr; hits give low values | activity change, % (tested at about 1.8 µM) | hit rate 0.95% among 340,000;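 active = maximum activity change below -70%; inconclusive = maximum activity change from -70% to -50%; inactive = maximum activity change above -50%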;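 note: thallium influx rate constant from kinetic fluorescence after stimulation buffer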
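Channel expression came from 3.1 mutant virus (1.77 x 10^8 /mL) applied to suspended U2OS cells for 4 h. Flux was tracked with FluxOr dye plus Red40 quencher, and kinetic rate constants normalized to controls.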
Giardia killer = Small Molecules that selectively kill Giardia lamblia: qHTS; AID 540267, 2011; Giardia lamblia trophozoite viability; hit rate 0.15% among 340,000; activity change, % at 7.66 µM, hits read low; in the data active = activity change below about -80%; inconclusive = between about -30% and that limit;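 note: parasites exposed to compound for two days anaerobically before the ATP read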
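Each well holds 100 Giardia trophozoites and compound. After two days (48 hrs) at 37 deg C in anaerobic conditions, ATP is quantified by luminescence.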
PKM2 act = qHTS Assay for Activators of Human Muscle isoform 2 Pyruvate Kinase; hit rate 0.34% among 260,000; Pyruvate kinase PKM (Homo sapiens), P14618; purified PKM2, Kinase-Glo ATP luminescence, activation; response scale: 0% is enzyme alone, no compound; Potency, µM (doses to about 57.5 µM), for the others: at the top dose activation, usual class: activators; note: potency is the fitted concentration of half-maximal effect; nearly all actives have a fitted effect of over 55% in size
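Purified hPK-M2 (>95%) run at intermediate activity with 0.1 mM ADP and 0.5 mM PEP in 50 mM imidazole pH 7.2, KCl, MgCl2; 1 h room temperature. ATP formed read by Kinase-Glo luminescence; normalized to uninhibited and no-enzyme controls.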
USP2a inh = qHTS Assay for Inhibitors of Ubiquitin-specific Protease USP2a Using CHOP2 as the Reporter. USP2 core, Ub-CHOP2 coupled fluorogenic reporter, 485/531. Potency, µM (titrated, usually from 38.3 µM), inactives show at the highest dose activity change, negative = inhibition, actives largely listed as inhibitors. hit rate 0.01% among 330,000. AID 463254, 2010;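 note: potency is the fitted concentration of half-maximal effect; plate controls were DMSO wells for no effect and full inhibition by NEM control for full effect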
Target sequence (O75604 whole entry, looked up): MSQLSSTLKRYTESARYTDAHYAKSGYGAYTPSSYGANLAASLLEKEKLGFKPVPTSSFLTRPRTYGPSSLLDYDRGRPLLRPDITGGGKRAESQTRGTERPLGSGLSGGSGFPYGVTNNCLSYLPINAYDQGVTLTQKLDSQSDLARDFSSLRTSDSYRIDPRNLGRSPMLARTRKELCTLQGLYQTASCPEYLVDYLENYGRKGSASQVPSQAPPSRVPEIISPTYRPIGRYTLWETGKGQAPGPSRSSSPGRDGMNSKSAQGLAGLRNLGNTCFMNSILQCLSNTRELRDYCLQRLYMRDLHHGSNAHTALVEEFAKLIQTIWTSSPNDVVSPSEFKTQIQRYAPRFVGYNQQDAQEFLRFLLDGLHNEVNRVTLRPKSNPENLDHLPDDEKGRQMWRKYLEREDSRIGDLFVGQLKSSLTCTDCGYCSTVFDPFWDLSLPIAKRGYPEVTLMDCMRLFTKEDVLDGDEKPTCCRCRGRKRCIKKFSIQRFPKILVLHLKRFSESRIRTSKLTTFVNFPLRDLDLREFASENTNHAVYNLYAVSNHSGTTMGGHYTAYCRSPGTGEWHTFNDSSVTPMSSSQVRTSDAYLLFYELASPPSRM
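USP2 core (10nM final) preincubated 30min RT with compound in 20mM Tris-HCl pH 8.0, 2mM CaCl2, 2mM beta-mercaptoethanol, 0.05% CHAPS; 25nM Ub-CHOP2 plus 25nM reporter substrate added, fluorescence (Ex485/Em531) read after 60min.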
uPA generation = qHTS for Inhibitors of Cell Surface uPA Generation; cell surface uPA generation assay, qHTS; Potency, µM (titrated, usually from 38.3 µM), for the others: top-dose activity change, negative = inhibition, hits mostly inhibitors; hit rate 0.31% among 330,000; active = well fitted inhibition curve with a large enough effect; inconclusive = small, poorly fitted or top-dose-only effect; inactive = no such curve, though single readings can be large or run the other way; tested in mouse RAW 264.7 cells; note: potency is the fitted concentration of half-maximal effect; nearly all actives have a fitted effect of over 55% in size
B2AR arrestin = qHTS assay of beta-arrestin-biased ligands of beta2-adrenergic receptor; Beta-2 adrenergic receptor (Homo sapiens), P07550; beta-arrestin recruitment to beta2AR, cell-based reporter; Potency, µM (series often up to 46.1 µM), without a hit: top-dose activation, most hits filed as activators; hit rate 0.02% among 330,000;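 note: potency is the fitted concentration of half-maximal effect; 0% = DMSO controls and full agonism = EC100 isoproterenol or metaproterenol; nearly all actives have a fitted effect of over 65% in size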
Target sequence (P07550 whole entry, looked up): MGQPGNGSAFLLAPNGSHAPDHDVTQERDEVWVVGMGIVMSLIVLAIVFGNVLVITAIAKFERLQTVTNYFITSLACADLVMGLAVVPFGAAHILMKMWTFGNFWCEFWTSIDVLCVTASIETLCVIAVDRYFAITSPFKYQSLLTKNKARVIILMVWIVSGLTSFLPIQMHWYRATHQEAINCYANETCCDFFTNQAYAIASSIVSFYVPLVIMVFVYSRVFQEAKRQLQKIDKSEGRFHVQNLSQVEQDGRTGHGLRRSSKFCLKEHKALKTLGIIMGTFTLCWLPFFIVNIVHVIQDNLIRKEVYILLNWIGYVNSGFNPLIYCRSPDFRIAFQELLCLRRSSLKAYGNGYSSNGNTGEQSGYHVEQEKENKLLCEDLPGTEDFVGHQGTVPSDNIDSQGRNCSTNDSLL
BCR signal inh = qHTS Assay to Find Inhibitors of Chronic Active B-Cell Receptor Signaling. hit rate 0.05% among 340,000. Potency, µM (doses to about 46.1 µM), for inactives: top-dose ratio change, negative = lower green/red ratio, hits mostly inhibitors. ABC-DLBCL IkBa-CBG/CBR reporter, luminescence ratio, 4 h. AID 493014, 2011; active = well fitted inhibition curve with a large enough effect in the signal ratio, with a control signal flat, not every such curve was filed as active; inconclusive = small, poorly fitted or top-dose-only effect, or effect the other way, or a change in a side signal; the % refers to the signal ratio;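 note: potency is the fitted concentration of half-maximal effect; plate controls were basal doxycycline-induced cells for no effect and cells given 10 µM MG132 for full effect; MG132 reads +100%, hits lower the ratio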
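Compounds up to 46 uM were incubated four hours with TMD8 cells whose green CBG68 luciferase is fused to IkappaBalpha; red CBR luminescence normalised the signal, and concentration-effect curves were fitted to fusion, red and ratio data.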
hERG WT inh = qHTS for Inhibitors of KCHN2 3.1: Wildtype qHTS; U2OS, BacMam KCNH2, thallium flux FluxOr; hits give low values; activity change, % at 1.84 µM; hit rate 0.37% among 340,000; AID 720551, 2013;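 active = maximum activity change below -70%; inconclusive = maximum activity change between -70% and -50%; inactive = maximum activity change above -50%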
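U2OS cells transduced with wild-type KCNH2 virus are loaded with FluxOr dye for 45 min, and thallium flux is measured in kinetic reads before and after stimulation buffer. Rate constants are normalized to DMSO controls.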
Eya2 inh = qHTS Assay for Inhibitors of the Phosphatase Activity of Eya2; Potency, µM (series often up to 76.9 µM), for the others: at the highest dose activity, negative = inhibition, hits mostly inhibitors; AID 488837, 2010; hit rate 0.006% among 330,000; recombinant Eya2, OMFP fluorescence dephosphorylation (OMFP is methylfluorescein phosphate); note: potency is the fitted concentration of half-maximal effect
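Eya2 (0.2 uM) preincubated 10 min at ambient with compound, then OMFP substrate added at 50 uM; 10 min reaction in 50 mM HEPES pH 7.5, 50 mM NaCl, 5 uM MgCl2, 0.05% BSA, 1 mM DTT. Fluorescence read at Ex 485/Em 525 nm.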
FBPA coupling cs = qHTS Assay for Inhibitors of Fructose-1,6-bisphosphate Aldolase from Giardia Lamblia: Coupling assay counterscreen; coupling enzyme system counterscreen, AmpLite Red fluorescence; activity change, negative = inhibition, % at 58.2 µM, hits read low; hit rate 0.67% among 290,000; in the data active = activity change below about -30%
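Activity here indicates interference with the coupling reaction, not aldolase inhibition. Compounds at 57.5 uM final met coupling enzymes for 10 min at RT; substrate and AmpLite Red detection followed, with a 525/598 nm fluorescence read after 20 min.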
GALK inhibitor = qHTS Assay for Inhibitors of Human Galactokinase (GALK) | Purified GALK, Kinase-Glo residual ATP luminescence | Potency, µM (top dose mostly 57.5 µM), for inactives: top-dose activity change, negative = inhibition, actives largely listed as inhibitors | hit rate 0.007% among 270,000 | AID 1868, 2009; note: potency is the fitted concentration of half-maximal effect
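GALK at 5 nM final was combined with compound, 35 uM ATP and 100 uM galactose in HEPES pH8.0 with MgCl2 and DTT. The reaction ran one hour at room temperature before luminescent ATP detection.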
Numbers without * were called inactive; [ ] = remark or other dose. Unless noted, calls come from the whole dose curve; as a rule, active = well fitted curve in the direction sought with a large enough effect; inconclusive = small, poorly fitted or top-dose-only effect, or another doubt; inactive = no such curve, though single readings can be large; an effect the other way counts as inactive or inconclusive. Unless noted, % is set by controls: 0 for no effect and ±100 for the full control effect.

For O=C(c1ccc(-c2ccccc2)cc1)N1CCN(c2ccccc2)CC1 the results were KCNH2 3.1 block -2, Giardia killer -10, PKM2 act 3%[11.5 µM], USP2a inh 2%, uPA generation 5%, B2AR arrestin -0.6%, BCR signal inh -1%, hERG WT inh -4, Eya2 inh 13%, FBPA coupling cs 2 and GALK inhibitor 5%.
Cc1cc(C(=O)CSc2n[nH]c(N)n2)c(C)n1C1CC1 was read as KCNH2 3.1 block 5, Giardia killer -10, PKM2 act -1%, USP2a inh 3%, uPA generation -2%, B2AR arrestin -0.5%, BCR signal inh 1%, hERG WT inh 4, Eya2 inh -13%, FBPA coupling cs 2 and GALK inhibitor 2%.
Screening O=C1CSCN1c1ccc(Cl)cc1 returned KCNH2 3.1 block 5, Giardia killer -8, PKM2 act 1%, USP2a inh 3%, uPA generation 0%, B2AR arrestin 0.0%, BCR signal inh -2%, Eya2 inh 3%, FBPA coupling cs 1 and GALK inhibitor 1%.
COc1ccc(CCNC(=O)c2ccc(COc3ccccc3OC)o2)cc1 was read as KCNH2 3.1 block 24, Giardia killer 29, USP2a inh 5%, uPA generation 7%, B2AR arrestin -0.4%, BCR signal inh inconclusive, hERG WT inh 0, Eya2 inh 4%, FBPA coupling cs -1 and GALK inhibitor -1%.
For Cc1cc(NC(=O)CSCC(=O)Nc2ccc(C)c(C)c2)no1 the results were KCNH2 3.1 block 1, Giardia killer -26, USP2a inh 1%, uPA generation -7%, B2AR arrestin -0.1%, BCR signal inh 1%, hERG WT inh 0 and Eya2 inh -1%.
CN(C)S(=O)(=O)c1cccc(C(=O)Nc2cccnc2)c1 was read as KCNH2 3.1 block 3, Giardia killer 1, PKM2 act -18%, USP2a inh 1%, uPA generation 8%, B2AR arrestin -1.7%, BCR signal inh 0%, hERG WT inh 3, Eya2 inh 0%, FBPA coupling cs -4 and GALK inhibitor -5%.
`Cc1noc(C)c1S(=O)(=O)N(CC(=O)O)c1ccc2c(c1)OCO2` gave KCNH2 3.1 block 22, Giardia killer 6, PKM2 act -4%, USP2a inh -1%, uPA generation 5%, B2AR arrestin -0.8%, BCR signal inh 3%, hERG WT inh -11, Eya2 inh -5%, FBPA coupling cs 1 and GALK inhibitor -1%.
Cc1ccc(C(=O)/C=C/Nc2ccc([N+](=O)[O-])cc2Br)cc1 was read as KCNH2 3.1 block 8, Giardia killer 0, PKM2 act -1%, USP2a inh 4%, uPA generation -6%, B2AR arrestin -0.5%, BCR signal inh 7%, hERG WT inh -1, Eya2 inh -5%, FBPA coupling cs 1 and GALK inhibitor -2%.
For CSc1nc2[nH]c3c(c2c2nnnn12)CCCC3 the results were Giardia killer -11, PKM2 act 5%, USP2a inh 3%, uPA generation -3%, B2AR arrestin 0.4%, BCR signal inh inconclusive, hERG WT inh -33, Eya2 inh -4%, FBPA coupling cs 2 and GALK inhibitor 1%.
For O=C1CN(S(=O)(=O)c2ccc(Cl)cc2C(F)(F)F)CCN1 the results were KCNH2 3.1 block 2, Giardia killer 3, PKM2 act inconclusive, USP2a inh 0%, uPA generation 4%, B2AR arrestin -0.2%, BCR signal inh 0%, hERG WT inh 5, Eya2 inh -6%, FBPA coupling cs -2 and GALK inhibitor -7%.
Screening Cc1ccc(C)c(S(=O)(=O)Nc2cc(C)on2)c1 returned KCNH2 3.1 block -11, Giardia killer 9, PKM2 act -2%, USP2a inh 1%, uPA generation 5%, B2AR arrestin 0.2%, BCR signal inh 6%, hERG WT inh 7, Eya2 inh 4% and GALK inhibitor 7%.
COc1ccccc1NC(=O)CCSc1ccc(C)cc1 was read as KCNH2 3.1 block -32, Giardia killer 6, PKM2 act 2%, USP2a inh 1%, uPA generation 16%, B2AR arrestin -0.1%, BCR signal inh -16%, hERG WT inh 1, Eya2 inh 3%, FBPA coupling cs -5 and GALK inhibitor -1%.

Brought forward from above: 2 compounds, then new ones.
Screening Cc1ccc(C)c(S(=O)(=O)Nc2cc(C)on2)c1 returned KCNH2 3.1 block -11, Giardia killer 9, PKM2 act -2%, USP2a inh 1%, uPA generation 5%, B2AR arrestin 0.2%, BCR signal inh 6%, hERG WT inh 7, Eya2 inh 4% and GALK inhibitor 7%.
COc1ccccc1NC(=O)CCSc1ccc(C)cc1 was read as KCNH2 3.1 block -32, Giardia killer 6, PKM2 act 2%, USP2a inh 1%, uPA generation 16%, B2AR arrestin -0.1%, BCR signal inh -16%, hERG WT inh 1, Eya2 inh 3%, FBPA coupling cs -5 and GALK inhibitor -1%.
Screening CCOC(=O)c1c(NC(=S)N2CCCCC2)sc2c1CCN(C(=O)OCC)C2 returned KCNH2 3.1 block -1, Giardia killer 7, PKM2 act inconclusive, USP2a inh 0%, uPA generation 0%, B2AR arrestin 0.5%, BCR signal inh inconclusive, hERG WT inh -2, Eya2 inh -10%, FBPA coupling cs 1 and GALK inhibitor 8%.
Cc1ccc(N(C(=O)c2ccccn2)C(C(=O)NC2CCCCC2)c2ccncc2)cc1 (stereo not given) was read as KCNH2 3.1 block 4, Giardia killer -20, PKM2 act 1%, USP2a inh 4%, uPA generation 2%, B2AR arrestin -0.4%, BCR signal inh -4%, hERG WT inh -3, Eya2 inh 2%, FBPA coupling cs 0 and GALK inhibitor 8%.
`COc1ccc(NCc2nnc(SCC(=O)N3CCCc4ccccc43)n2C)cc1` gave KCNH2 3.1 block 8, Giardia killer -3, PKM2 act inconclusive, USP2a inh 0%, uPA generation -7%, B2AR arrestin 0.0%, BCR signal inh 0%, hERG WT inh 4, Eya2 inh -3%, FBPA coupling cs -38* and GALK inhibitor 3%.
Screening CCOC(=O)CNC(=O)CSc1ncnc2c1nnn2-c1ccc(F)cc1 returned KCNH2 3.1 block 5, Giardia killer -11, PKM2 act -1%, USP2a inh 1%, uPA generation -4%, B2AR arrestin -0.3%, BCR signal inh -22%, hERG WT inh 9, Eya2 inh 0%, FBPA coupling cs -3 and GALK inhibitor -3%.
Screening COc1ccc(/C=N/n2cncn2)cc1CSc1ccccn1 returned KCNH2 3.1 block 8, Giardia killer 9, PKM2 act 0%, USP2a inh 2%, uPA generation 0%, B2AR arrestin -0.3%, BCR signal inh 0%, hERG WT inh 28, Eya2 inh 22%, FBPA coupling cs -1 and GALK inhibitor 0%.
Screening O=C(O)[C@@H]1CCCN1S(=O)(=O)c1cccc2cccnc12 returned KCNH2 3.1 block 3, Giardia killer -23, USP2a inh 3%, uPA generation 5%, B2AR arrestin 0.1%, BCR signal inh -1%, hERG WT inh 6 and Eya2 inh -5%.
For CN(C)S(=O)(=O)N1CCc2ccccc2C1 the results were KCNH2 3.1 block 6, Giardia killer 3, PKM2 act -2%, USP2a inh -1%, uPA generation -2%, B2AR arrestin -1.2%, BCR signal inh 1%, hERG WT inh 1, Eya2 inh 14%, FBPA coupling cs 1 and GALK inhibitor 7%.
Screening CC(COc1ccccc1)N1CCC(CO)(Cc2ccccc2)CC1 (stereo not given) returned KCNH2 3.1 block -72*, Giardia killer -8, PKM2 act 1%, USP2a inh 1%, uPA generation -1%, B2AR arrestin -0.3%, BCR signal inh 4%, hERG WT inh 13, Eya2 inh -1%, FBPA coupling cs 4 and GALK inhibitor 1%.
For CC(C)c1nc(SCC(=O)c2c[nH]c3ccccc23)n[nH]1 the results were KCNH2 3.1 block 9, Giardia killer -6, PKM2 act 1%, USP2a inh -6%, uPA generation -3%, B2AR arrestin -0.3%, BCR signal inh inconclusive, hERG WT inh 3, Eya2 inh -4%, FBPA coupling cs -22 and GALK inhibitor 0%.
Screening COc1ccc2nc(N/C(N)=N/C(=S)Nc3ccc(C)c(C)c3)nc(C)c2c1 returned PKM2 act -11%, USP2a inh 6%, B2AR arrestin 4.9%, BCR signal inh -6%, Eya2 inh 0%, FBPA coupling cs 0 and GALK inhibitor 0%.
Screening CC(c1ccccc1)n1c(-c2ccc(Cl)cc2)n[nH]c1=S (stereo not given) returned KCNH2 3.1 block -22, Giardia killer 2, PKM2 act 0%[11.5 µM], USP2a inh 1%, uPA generation -2%, B2AR arrestin -0.4%, BCR signal inh 1%, hERG WT inh 5, Eya2 inh -9%, FBPA coupling cs 0 and GALK inhibitor -4%.
